Bioassay records (PubChem BioAssay)
NCI-60 one-dose screen, 48 h, at 10 µM unless noted. Numbers give growth in % (100 = growth as untreated, 0 = no growth, -100 = all killed).
HCC-2998: HCC-2998 colon cancer. 79,000 compounds, 4.7% hits
DU-145: DU-145 prostate cancer; 81,000 compounds, 4.2% hits; AID 1794760
PC-3: PC-3 prostate cancer cells; AID 1794754; 80,000 compounds, 3.9% hits
U251: U251 CNS tumor cells. AID 1794753. 80,000 compounds, 5.4% hits
SF-295: SF-295 CNS cancer cells; 79,000 compounds, 5.6% hits; AID 1794758
SF-539: SF-539 CNS cancer; 81,000 compounds, 6.8% hits
SF-268: SF-268 CNS cancer cells; 82,000 compounds, 3.1% hits
SNB-75: SNB-75 CNS cancer | 79,000 compounds, 5% hits
SNB-19: SNB-19 CNS cancer cells; 81,000 compounds, 2.5% hits
The depositor's hits bear a star; x = no result given; [ ] = dose if it differs, or a comment. Rule for the calls: active = growth percent below 10; inactive = the rest. This is a subset (hit frequency here may not be typical).

Keys: A = HCC-2998; B = DU-145; C = PC-3; D = U251; E = SF-295; F = SF-539; G = SF-268; H = SNB-75; I = SNB-19
> O=P(Oc1ccc(Cl)cc1)(N1CC1)N1CC1
  A: 89; B: 54; C: 76; D: 83; E: 66; F: 81; G: 89; H: 74; I: 91

> CCCC(C)(COC(N)=O)COC(=O)NC(C)C (configuration not stated)
  A: 98; B: 116; C: 97; D: 97; E: 101; F: 120; G: 109; H: 104; I: 101

> CC/C(=C/c1ccc(OC)cc1OC)[N+](=O)[O-]
  A: 102; B: 39; C: 50; D: 43; E: 101; F: -1.6*; G: 42; H: 45; I: 42

> Cc1cc(N(CCCl)CCCl)ccc1C=Nc1ccc(-c2csc(-c3ccccc3)n2)cc1
  A: 94; B: 68; C: 70; D: 85; E: 66; F: 74; G: 67; H: 85; I: 79

> Cc1cccc(N2CCNCC2)c1
  A: 83; B: 133; C: 95; D: 93; E: 100; F: 96; G: 121; H: 74; I: 109

> CCCCOP(=O)(N1CC1)N1CC1
  A: 108; B: 111; C: 100; D: 100; E: 87; F: 102; G: 97; H: 93; I: 113

> NC1C(=O)NC(=O)NC1=O
  A: 105; B: 106; C: 103; D: 103; E: 98; F: 92; G: 98; H: 85; I: 100

> COc1cc2nc(SC)n(-c3ccc(Cl)cc3)c(=O)c2cc1OC
  A: 112; B: 99; C: 92; D: 108; E: 98; F: 94; G: 100; H: x; I: 96

> CC(C)(C)OC(=O)N(CCCCCCN(CCCNC(=O)C1CCC2(CC1)OOC1(O2)C2CC3CC(C2)CC1C3)C(=O)OC(C)(C)C)CCCNC(=O)C1CCC2(CC1)OOC1(O2)C2CC3CC(C2)CC1C3 (configuration not stated)
  A: 92[8.5 µM]; B: 94[8.5 µM]; C: 44[8.5 µM]; D: 80[8.5 µM]; E: 97[8.5 µM]; F: 102[8.5 µM]; G: 73[8.5 µM]; H: 88[8.5 µM]; I: 92[8.5 µM]

> Cc1ccc(SC(=O)CCl)cc1
  A: 116; B: 108; C: 96; D: 104; E: 105; F: 101; G: 104; H: 83; I: 110

> CC[C@H](C)[C@H](NC(=O)[C@H]1CCCCN1C)C(=O)N(C)[C@H](CCc1nc(C(=O)N[C@@H](Cc2ccccc2)C[C@H](C)C(=O)OC)cs1)C(C)C
  A: 21; B: 6.5*; C: 24; D: 10; E: 7.0*; F: 0.8*; G: 20; H: 56; I: 35

> O=C(c1cc([N+](=O)[O-])cc([N+](=O)[O-])c1)N(CCCl)CCCl
  A: 107; B: 109; C: 86; D: 90; E: 98; F: 96; G: 100; H: 83; I: 101

> N#CC(C#N)=Cc1ccco1
  A: 99; B: 105; C: 99; D: 100; E: 106; F: 102; G: 103; H: 122; I: 102

> CN1C(=O)CC[C@@]2(C)C1=CC[C@@H]1[C@@H]2CC[C@@]2(C)[C@H]1CC[C@]2(C)O
  A: 112; B: 116; C: 91; D: 101; E: 131; F: 104; G: 108; H: 85; I: 101

> C/C(=N/OC(=O)N(C)C)c1ccc(Cl)c(Cl)c1
  A: 109; B: 121; C: 94; D: 105; E: 112; F: 114; G: 105; H: 116; I: 99

Part of the list above, as labelled records.
CC[C@H](C)[C@H](NC(=O)[C@H]1CCCCN1C)C(=O)N(C)[C@H](CCc1nc(C(=O)N[C@@H](Cc2ccccc2)C[C@H](C)C(=O)OC)cs1)C(C)C
  HCC-2998: 21; DU-145: 6.5*; PC-3: 24; U251: 10; SF-295: 7.0*; SF-539: 0.8*; SF-268: 20; SNB-75: 56; SNB-19: 35
O=C(c1cc([N+](=O)[O-])cc([N+](=O)[O-])c1)N(CCCl)CCCl
  HCC-2998: 107; DU-145: 109; PC-3: 86; U251: 90; SF-295: 98; SF-539: 96; SF-268: 100; SNB-75: 83; SNB-19: 101
N#CC(C#N)=Cc1ccco1
  HCC-2998: 99; DU-145: 105; PC-3: 99; U251: 100; SF-295: 106; SF-539: 102; SF-268: 103; SNB-75: 122; SNB-19: 102

The results go on.
Keys: A = HCC-2998; B = DU-145; C = PC-3; D = U251; E = SF-295; F = SF-539; G = SF-268; H = SNB-75; I = SNB-19
> O=[N+]([O-])c1ccc(CCl)cc1
  A: 94; B: 104; C: 98; D: 96; E: 103; F: 100; G: 101; H: 98; I: 104

> COc1ccc(C2C=C(C)Oc3c2c(=O)oc2ccccc32)cc1OC (configuration not stated)
  A: 114; B: 109; C: 96; D: 104; E: 103; F: 101; G: 96; H: 75; I: 105

> CC(NCCO)C(O)c1ccccc1 (configuration not stated)
  A: 98; B: 114; C: 96; D: 100; E: 126; F: 93; G: 107; H: 78; I: 102

> CCOc1ccc2nccc([C@@H](O)[C@@H]3C[C@@H]4CCN3C[C@@H]4CC)c2c1
  A: 98; B: 135; C: 86; D: 98; E: 98; F: 89; G: 111; H: 108; I: 89

> O=C(CC(C(=O)c1ccccc1)N1CC1)c1ccccc1 (configuration not stated)
  A: 107; B: 114; C: 97; D: 99; E: 99; F: 111; G: 105; H: 97; I: 99

> O=Cc1ccc(S(=O)(=O)F)cc1
  A: 123; B: 110; C: 95; D: 99; E: 98; F: 96; G: 106; H: 80; I: 101

> COC(=O)[C@@H](C)C[C@H](Cc1ccccc1)NC(=O)c1csc([C@@H](C[C@H](C(C)C)N(C)C(=O)C2(NC(=O)[C@H]3CCCCN3C)CC2)OC(C)=O)n1
  A: -2.9*; B: 7.2*; C: 12; D: 4.9*; E: 4.3*; F: -10*; G: 18; H: 26; I: 68

> CCN(CCOS(=O)(=O)O)C1c2ccccc2-c2ccccc21
  A: 102; B: 103; C: 95; D: 95; E: 96; F: 110; G: 107; H: 91; I: 96

> C/C(N)=N\c1n[nH]c(NN)n1
  A: 112; B: 110; C: 101; D: 108; E: 104; F: 99; G: 107; H: 96; I: 103

> CCOC(=O)N1CC1
  A: 150; B: 110; C: 88; D: 96; E: 98; F: 103; G: 99; H: 91; I: 98

> COc1ccc(NC(=O)N2CC2)cc1
  A: x; B: 120; C: 98; D: 87; E: 121; F: 112; G: 109; H: 101; I: 109

> O=[N+]([O-])CC(O)CCl (configuration not stated)
  A: 114; B: 118; C: 105; D: 101; E: 118; F: 109; G: 102; H: 90; I: 102

> C[C@]12CCc3nc(NCCCN4CCOCC4)sc3C1=CC[C@@H]1[C@@H]2CC[C@]2(C)C(=O)CC[C@@H]12
  A: 115; B: 102; C: 93; D: 99; E: 110; F: 81; G: 102; H: 88; I: 102

> CC1(C)COP(=O)(c2ccccc2)N1 (configuration not stated)
  A: 119; B: 108; C: 100; D: 104; E: 99; F: 106; G: x; H: 97; I: x

> CCC1(CC)COP(=S)(SCCOC(=O)c2ccccc2)OC1
  A: 119; B: 112; C: 89; D: 93; E: 96; F: 100; G: 102; H: 99; I: 109

> O=[As](O)(O)c1ccccc1Cl
  A: 112; B: 105; C: 89; D: 73; E: 109; F: 86; G: 96; H: 67; I: 93

> O=C(O)COc1ccccc1
  A: 101; B: 115; C: 94; D: 104; E: 108; F: 98; G: 100; H: 90; I: 102

> Nc1cc([N+](=O)[O-])cc([N+](=O)[O-])c1
  A: x; B: 110; C: 106; D: 101; E: 101; F: 108; G: 102; H: 90; I: 91

> COC(=O)CCN(CCC(=O)OC)CCN1CC1
  A: 111; B: 110; C: 99; D: 95; E: 114; F: 105; G: 102; H: 100; I: 107

> CC(CN(C)C)c1[nH]nc2ccccc12 (configuration not stated)
  A: 103; B: 111; C: 86; D: 102; E: 102; F: 97; G: 102; H: 94; I: 97

> CC(C)OC(=O)Nc1ccccc1
  A: 116; B: 103; C: 99; D: 102; E: 97; F: 94; G: 96; H: 82; I: 93

> O=C1CC2OCC=C3C[N+]4(SS(=O)(=O)[O-])CCC56c7ccccc7N1C5C2C3CC64 (configuration not stated)
  A: 110; B: 115; C: 97; D: 102; E: 95; F: 92; G: 102; H: 92; I: 103

> C[Se]CCCN1C(=O)[C@@H]2[C@H](C1=O)[C@@H]1C=C[C@H]2C1
  A: 110; B: 113; C: 106; D: 99; E: 103; F: 100; G: 98; H: x; I: 100

> Cc1cn(C2CC(N=[N+]=[N-])C(COP(=O)(O)O)O2)c(=O)[nH]c1=O (configuration not stated)
  A: 106; B: 102; C: 107; D: 102; E: 89; F: 93; G: 116; H: 100; I: 111

Some values from the entries so far:
DU-145 with O=[As](O)(O)c1ccccc1Cl : 105
HCC-2998 with O=C1CC2OCC=C3C[N+]4(SS(=O)(=O)[O-])CCC56c7ccccc7N1C5C2C3CC64 (configuration not stated) : 110
